Rpn11 block: inhibitors of human proteasome Rpn11; human 26S proteasome, Ub4-pepOG fluorescence polarization; 20S core pre-blocked with epoxomicin; calls only at 20 µM; 360,000 tested, 0.59% active;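 active = inhibition at 20 µM, scaled to each plate's controls, above about 33%, limit read from the data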
STEP inh: STEP (human) phosphatase inhibition. P54829. recombinant STEP, OMFP fluorogenic substrate, fluorescence. inhibition, % at 20 µM. 360,000 tested, 0.25% active. AID 588621;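 active = inhibition at 20 µM, scaled per plate between control wells, above about 37%, limit read from the data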;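 note: 0% = DMSO with enzyme and substrate and 100% = substrate only without enzyme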
Target sequence (P54829 whole entry, looked up): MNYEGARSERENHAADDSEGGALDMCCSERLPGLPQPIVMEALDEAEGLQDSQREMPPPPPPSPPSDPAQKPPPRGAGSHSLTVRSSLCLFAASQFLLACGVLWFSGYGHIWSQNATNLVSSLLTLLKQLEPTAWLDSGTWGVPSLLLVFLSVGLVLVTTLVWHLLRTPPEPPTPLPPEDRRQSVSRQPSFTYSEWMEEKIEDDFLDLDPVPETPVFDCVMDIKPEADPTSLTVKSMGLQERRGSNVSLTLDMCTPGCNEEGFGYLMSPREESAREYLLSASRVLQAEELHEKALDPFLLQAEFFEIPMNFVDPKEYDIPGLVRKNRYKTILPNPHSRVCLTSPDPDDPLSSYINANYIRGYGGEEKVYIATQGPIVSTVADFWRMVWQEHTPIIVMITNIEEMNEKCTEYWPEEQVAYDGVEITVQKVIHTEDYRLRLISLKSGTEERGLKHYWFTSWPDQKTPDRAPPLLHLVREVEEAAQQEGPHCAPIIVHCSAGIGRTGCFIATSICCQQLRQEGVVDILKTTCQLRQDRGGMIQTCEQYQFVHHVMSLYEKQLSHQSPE
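Also added – OMFP at 25 µM · Test system – STEP tyrosine phosphatase · Technique – FITC-channel fluorescence of OMFP product · Schedule – 20 min at room temperature, dark · Evaluation – control-normalized % inhibition with plate pattern correction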
DNMT1 inh: blocks human DNA methyltransferase DNMT1 | 360,000 tested, 0.83% active | DNMT1 molecular beacon, Hinp1I cleavage, fluorescence | P26358 | inhibition (reported as % activation of signal), % at 10 µM; in the data active = inhibition above about 50%
Rin1 Abl inh: inhibitors of human Rin1-Abl protein interaction. P00519+Q13671. TR-FRET Rin1/Abl binding, biochemical. inhibition, % at 7.35 µM. 360,000 tested, 0.4% active. AID 588664; in the data active = inhibition above about 5%, passing the limit was not always enough
SUMO1-SIM PPI: alters human SUMO1 binding to SIM partners. inhibition, % at 20 µM. AID 602429. P63165. SUMO1 binding to a labelled peptide, TR-FRET, 1 h. 360,000 tested, 0.33% active; in the data active = inhibition above about 37%
Neddylation inh: blocks human cullin neddylation | calls only at 25 µM | TR-FRET cullin neddylation, biochemical | AID 651699 | P61081+Q13564 | 360,000 tested, 0.58% active; in the data active = inhibition above about 36%
NadD block: NadD (S. aureus) enzyme inhibition | purified NadD enzyme, colorimetric absorbance read-out | inhibition, % at 20 µM | 360,000 tested, 0.78% active; in the data active = inhibition above about 26%; note: some compounds past the cut are filed as inactive
CSN inh: CSN deneddylation inhibition. 360,000 tested, 0.38% active. Q92905. Purified CSN, SCF-Nedd8-OG deneddylation, fluorescence polarization. inhibition, % at 12.5 µM;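 active = pattern-corrected inhibition above about 35%, with an unprinted fluorescence ratio check between 0.5 and 1.5, limit read from the data, passing the limit was not always enough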;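 note: 0% = enzyme with substrate and 100% = substrate without enzyme; some results filed as inactive read as strong as hits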
Target sequence (Q92905 whole entry, looked up, one chain of several): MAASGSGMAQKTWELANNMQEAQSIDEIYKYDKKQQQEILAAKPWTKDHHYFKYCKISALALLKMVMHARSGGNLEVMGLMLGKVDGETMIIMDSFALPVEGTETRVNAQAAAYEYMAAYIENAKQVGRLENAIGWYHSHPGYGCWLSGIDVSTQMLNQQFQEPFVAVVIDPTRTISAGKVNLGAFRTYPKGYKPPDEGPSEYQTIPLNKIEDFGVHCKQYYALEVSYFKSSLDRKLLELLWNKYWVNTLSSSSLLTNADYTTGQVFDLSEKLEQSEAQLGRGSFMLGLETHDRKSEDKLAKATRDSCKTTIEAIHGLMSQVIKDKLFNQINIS
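Test system: purified human Csn5 enzyme expressed in HEK293T cells. Amount: 0.24 nM enzyme. Reagent: SCFSkp2-Nedd8OG substrate at 10 nM final. Schedule: 90 min incubation of compound, enzyme and substrate at room temperature. Detection: fluorescence polarization. Read-out: % inhibition of substrate cleavage by Csn5.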
LMPTP block: blocks human LMPTP phosphatase; AID 651560; recombinant LMPTP-A, OMFP fluorogenic substrate, fluorescence intensity; inhibition, % at 20 µM; 360,000 tested, 0.22% active;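 active = compounds that cut the enzyme signal by at least half of the control window in the single-dose screen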;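 note: plate controls were DMSO wells with enzyme plus substrate for no effect and substrate without enzyme for full effect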
Target sequence (P24666 whole entry, looked up): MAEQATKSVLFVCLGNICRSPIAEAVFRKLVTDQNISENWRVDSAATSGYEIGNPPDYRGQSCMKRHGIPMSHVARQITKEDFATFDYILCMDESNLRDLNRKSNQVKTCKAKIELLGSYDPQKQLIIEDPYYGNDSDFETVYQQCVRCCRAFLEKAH
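Assay system: LMPTP-A enzyme. Input: 0.625 nM LMPTP-A final. Probe or stimulus: 400 µM OMFP. Compound dosing: single 20 µM dose. Schedule: 50 min dark incubation at room temperature. Detection: fluorescence intensity of OMFP turnover product. Read-out: percent inhibition versus substrate-only and uninhibited controls. Benchmarks: no-enzyme low control, uninhibited high control.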
Scp-1 inhibitor: inhibitors of human Scp-1 phosphatase; Recombinant Scp1, phosphopeptide, malachite green phosphate absorbance; inhibition, % at 20 µM; 340,000 tested, 0.88% active; AID 493091;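 active = inhibition above about 50% at 20 µM, limit read from the data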;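 note: plate controls were DMSO wells with enzyme for no effect and wells lacking enzyme for full effect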
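Incubation: 45 min enzyme reaction at room temperature / System: truncated SCP-1 phosphatase (76-261aa) / Reagent: Phospho 17-mer peptide substrate / Buffer or medium: Acidic Tris acetate buffer with magnesium and detergent / Signal: absorbance at 630 nm / Doses: one concentration, 20 µM, with 1.0% DMSO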
An asterisk follows results filed as active; i = inactive; nt = not tested or not shown; + = active, no number.

Below each compound – DNMT1 inh	Rin1 Abl inh	Rpn11 block	Scp-1 inhibitor	NadD block	CSN inh	SUMO1-SIM PPI	Neddylation inh	STEP inh	LMPTP block
C=CCn1c(SCC(=O)N2c3ccccc3Sc3ccccc32)nnc1-c1ccco1
    -2	-2	i	-7	11	-5	7	i	2	2.3
COc1ccc(NC(=O)C2CCCN(S(C)(=O)=O)C2)cc1 (configuration not stated)
    -1	3	i	-3	-10	-6	4	i	1	0.0
Cn1cc(S(=O)(=O)N2CCCC2)cc1C(=O)N1CCN(c2ccccc2)CC1
    -2	-2	i	-14	0	2	-2	i	0	-0.9
Cc1cc(C)nc(SCc2ccc(C(=O)NNC(=O)Nc3cccc(Cl)c3)cc2)n1
    28	-4	i	-3	29	-15	0	i	1	1.9
COC(=O)N=Nc1c(O)[nH]c2ccc(Br)cc12
    8	-6	i	-1	-9	5	-25	i	-4	-1.7
N#CC(C#N)=C1C=CC=CN1/C(=C\c1ccco1)C(=O)c1ccccc1
    -3	-3	i	-3	-2	-4	-4	nt	-1	-1.4
COc1ccc(C(=O)Oc2cc(C)[nH]c(=O)c2[N+](=O)[O-])cc1
    -2	-4	i	-3	2	0	-1	i	2	-1.4
COc1ccc(-c2nc(CS(=O)(=O)CC(=O)NCCc3cc(OC)ccc3OC)c(C)o2)cc1
    -7	1	i	-9	-3	3	4	i	0	-0.9
O=C(COC(=O)CNC(=O)c1ccc(Cl)cc1Cl)NCc1ccco1
    -4	0	i	-3	-2	6	0	i	-1	0.1
CCC12CCC3c4ccc(O)cc4CCC3C1CC(O)C2O (configuration not stated)
    4	2	i	-5	-3	1	-3	i	1	-3.5
COc1ccccc1S(=O)(=O)N(C)C[C@H]1Oc2cc(C#CCC3CCCC3)ccc2S(=O)(=O)N([C@H](C)CO)C[C@H]1C
    29	2	i	nt	30	0	1	i	1	3.0
COc1ccc2c(c1)CC/C2=N\OC(=O)c1ccccc1C
    1	1	i	-6	-7	1	0	i	1	0.7
COc1cccc(NC(=O)Cn2c3ccc(F)cc3c3nc4n(c(=O)c32)CCS4)c1
    -3	-9	i	-8	12	2	-4	i	0	2.4
CS(=O)(=O)c1ccc2nc(NC(=O)Oc3ccccc3)sc2c1
    -4	1	i	-5	-3	5	1	i	-1	-0.5
O=C(c1ccc(CNS(=O)(=O)c2ccc(F)cc2)cc1)N1CCCCCC1
    4	-2	i	nt	1	-10	0	i	-3	-0.6
O=C1Nc2ccccc2N(O)N1c1ccc(Cl)cc1
    0	-2	i	1	6	-1	0	i	1	-1.6
O=C1CS/C(=N\C(=O)N2c3ccccc3Sc3ccccc32)N1
    -5	-7	i	-8	17	4	4	i	1	-0.1
COc1ccc(N2C[C@H](Cc3ccccc3)[C@@H](CC(=O)Nc3ccccc3)C2=O)cc1
    -1	1	i	nt	-3	2	22	i	1	0.8
COCCn1c(SCC(=O)Nc2ccccc2)nc2c(oc3ccccc32)c1=O
    2	1	i	-6	1	4	-2	i	-3	1.2
CCN(CC(=O)Nc1c(F)cccc1F)C(=O)CNC(=O)c1ccco1
    5	3	i	-1	0	-2	2	i	3	-1.6
Cc1ccc(C(=O)NNC(=O)c2ccc(NC(=O)C(C)(C)C)cc2)cc1
    -3	0	i	-6	-1	0	3	i	-4	-0.9
NCCSc1c(-c2ccccc2)[nH]c2ccccc12
    -36	0	i	13	5	-3	0	nt	-5	-0.3
CC(=O)c1cccc(NC(=O)CSc2nc(=O)n(CCN3CCOCC3)c3c2CCCC3)c1
    1	-3	i	1	4	1	8	i	-2	0.8
NC(=NCCc1ccc(Cl)cc1)NS(=O)(=O)c1ccc(F)cc1
    -5	0	i	-10	-3	-15	0	i	0	-1.1
O=C(NCc1cccnc1)C(=O)Nc1ccc2c(c1)OCO2
    2	-2	i	-6	-4	-1	3	i	3	-0.9
COc1ccc(C(=O)N=C2CCC(C#N)=C3c4cc(OC)c(OC)cc4CCN23)cc1
    2	0	i	-12	-3	-6	-2	i	1	-1.2
CC1CN(C(=S)NC(=O)c2ccc(Cl)cc2)CC(C)O1 (configuration not stated)
    4	2	i	-6	-4	-2	2	i	0	-1.7
CCCCCCCC(=O)N/N=C/c1ccc(Br)cc1
    5	6	i	-5	2	-6	1	i	-1	2.0
CCC12CC3CC(C1)CC(C(=O)O)(C3)C2
    6	1	i	-5	-2	3	5	i	0	-0.6
CCc1c(C)nc2[nH]nc(-c3ccccc3C)n2c1=O
    2	1	i	-8	1	-7	2	i	0	-0.4
COc1cc(C(=O)NCC(=O)Nc2c(C)cccc2C)ccc1OCC(=O)N1CCOCC1
    3	0	i	7	-4	1	-2	i	0	0.0
Cc1csc(CN(C)C(=O)CC2C(=O)NCCN2Cc2ccccc2C)n1 (configuration not stated)
    -4	1	i	nt	1	-5	4	i	1	-0.2
COc1ccc(CNc2nc3ccc(C)cc3s2)c(OC)c1OC
    0	-1	i	-6	2	-2	7	i	2	0.5
CCOC(=O)c1c(C)[nH]c(C)c1C(=O)COC(=O)C1CCCN1S(=O)(=O)c1ccccc1F (configuration not stated)
    -4	-1	i	3	-3	-9	0	i	-2	-0.2
O=C1CCCN1C(=O)CCC(=O)N1CCCC1=O
    5	1	i	-7	3	1	-2	i	8	-0.8
NNC(=O)c1ccccc1OCc1ccccc1
    -1	-1	i	-11	8	2	2	i	-1	-0.3
Cc1onc(-c2ccccc2Cl)c1C(=O)Nc1cccc(-c2nc3ncccn3c2C)c1
    0	-3	i	3	8	-5	-3	nt	1	0.7
COc1ccc2nc(C)cc(NCc3ccc(F)cc3)c2c1
    0	-1	nt	-7	11	104	6	nt	-14	5.5
CCc1ccc(N2C(=O)CC(NNc3nc4ccccc4s3)C2=O)cc1 (configuration not stated)
    -5	-2	i	-4	1	2	-3	i	1	-2.0
Cc1cc(C)nc(SCCC(=O)Nc2ccccc2)n1
    1	1	i	4	-2	-5	-2	i	-1	0.1
COc1ccc2oc(C(=O)NNC(=O)c3ccc(F)cc3)c(C)c2c1
    -7	0	i	-4	-3	-3	0	+	4	-0.1
O=C(CSc1nc(C2CCCCC2)nc2ccccc12)N1CCCC1
    0	3	i	0	11	5	2	i	3	0.0
Cn1c(COc2ccccc2)nnc1SCCN1CCOCC1
    -1	-2	i	-12	-5	-1	0	i	-2	-1.5
CC(C)OCCCNC(=O)c1cccc2c1C(=O)c1ccc(Cl)cc1S2(=O)=O
    4	3	i	-4	-3	-1	-31	i	0	0.8
O=C1CC2(CCN(C(=O)c3cccc([N+](=O)[O-])c3)CC2)Oc2ccccc21
    5	2	i	-3	-3	0	-15	i	0	-0.9
O=C(NCCN1CCOCC1)c1ccc(CS(=O)(=O)c2c(Cl)cccc2Cl)o1
    1	0	i	-1	7	-3	0	i	-2	1.3
CCNC(=O)c1c(O)c2ccccc2[nH]c1=O
    5	0	i	-12	-2	-5	-9	nt	2	0.3
COc1cccc(N2CCN(C(=S)Nc3ccccc3)CC2)c1
    0	2	i	-10	6	-6	7	i	3	0.8
CNC(=O)c1c(Br)cnn1-c1ccc(C)cc1
    0	0	i	-9	6	0	-10	i	-1	-3.9
Cc1ccc(Cn2c(=N)n(CC(O)c3ccco3)c3ccccc32)cc1 (configuration not stated)
    5	0	i	6	-8	19	-5	i	0	-0.9

More entries:
Below each compound – DNMT1 inh	Rin1 Abl inh	Rpn11 block	Scp-1 inhibitor	NadD block	CSN inh	SUMO1-SIM PPI	Neddylation inh	STEP inh	LMPTP block
Cc1cc(S(=O)(=O)N2CCN(c3ccccc3O)CC2)c(C)s1
    -1	0	i	-3	-7	0	0	i	1	0.0
CCOC(=O)c1sc(NC(=O)C2C3C=CC(C3)C2C(=O)O)nc1C (configuration not stated)
    24	0	i	54*	2	-4	-2	i	22	-1.2
COC(=O)c1sc2cc(C(F)(F)F)cnc2c1-c1ccccc1
    5	4	i	-4	1	0	-4	i	0	-0.5
COc1ccc(CN2CN(S(=O)(=O)c3cccs3)c3nc4ccccc4nc32)cc1
    1	-1	i	-7	0	3	0	i	-2	2.0
Cc1cccc(C)c1-n1nnnc1C(c1ccnc2ccccc12)N(CCN(C)C)Cc1ccccc1 (configuration not stated)
    nt	nt	nt	nt	-5	0	-4	i	nt	5.6
COc1ccc(-c2cn(CCO)c(-c3ccncc3)n2)cc1
    2	-1	i	3	0	-3	3	i	0	-0.3
CCOC(=O)Nc1cc(OC)cc2ccc(C)nc12
    -3	0	i	nt	-6	-2	1	i	0	-0.1
N#Cc1cccc(NC(=O)COC(=O)c2ccccc2C(=O)c2ccc(Cl)c([N+](=O)[O-])c2)c1
    -4	-4	i	-17	1	-2	-9	i	0	1.9
CCOc1ccc(C(CC(=O)O)NC(=O)COc2ccccc2)cc1 (configuration not stated)
    1	-5	i	-7	-5	1	4	i	-2	-1.9
COc1cccc(C(=O)NC(C)c2ccc(-c3ccccc3)cc2)c1OC (configuration not stated)
    1	-1	i	-10	-7	5	4	i	3	2.3

Continued, overlapping the part above by 5 compounds.
Below each compound – DNMT1 inh	Rin1 Abl inh	Rpn11 block	Scp-1 inhibitor	NadD block	CSN inh	SUMO1-SIM PPI	Neddylation inh	STEP inh	LMPTP block
COc1ccc(-c2cn(CCO)c(-c3ccncc3)n2)cc1
    2	-1	i	3	0	-3	3	i	0	-0.3
CCOC(=O)Nc1cc(OC)cc2ccc(C)nc12
    -3	0	i	nt	-6	-2	1	i	0	-0.1
N#Cc1cccc(NC(=O)COC(=O)c2ccccc2C(=O)c2ccc(Cl)c([N+](=O)[O-])c2)c1
    -4	-4	i	-17	1	-2	-9	i	0	1.9
CCOc1ccc(C(CC(=O)O)NC(=O)COc2ccccc2)cc1 (configuration not stated)
    1	-5	i	-7	-5	1	4	i	-2	-1.9
COc1cccc(C(=O)NC(C)c2ccc(-c3ccccc3)cc2)c1OC (configuration not stated)
    1	-1	i	-10	-7	5	4	i	3	2.3
CCn1c(SCC(=O)OC)nc2sc3c(c2c1=O)CCC3
    70*	0	i	57*	-2	15	4	i	7	6.5
OC[C@@H]1CN(Cc2ccc3c(c2)OCO3)C[C@H](n2cnc3c(NC4CCC4)ncnc32)O1
    6	6	i	nt	0	2	2	i	0	-0.5
Cc1cc(=O)[nH]c(SCC(=O)NCc2ccco2)n1
    56*	0	i	67*	-3	11	23	i	4	0.0
Cc1ccc(-n2nc(C)c(/C=N/NC(=O)c3cccs3)c2Cl)cc1
    35	-3	i	-11	2	1	1	i	2	-1.1
Cc1nnc(NC(=O)CCC(=O)NC2CCCCCCC2)s1
    2	-5	i	-8	-4	1	1	i	1	-0.1

Screening results from PubChem BioAssay.
